Source: PubChem (several laboratories)
bCat nuc transl = beta-catenin nuclear translocation modulation; HeLa beta-catenin nuclear translocation, immunofluorescence imaging; nuclear translocation activity, % at 5 µM; hit rate 0.3% among 190,000;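 active means nuclear translocation activity above 50% at 5 µM, with a well cell count of 50 or more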;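 further: per-cell ratio of nuclear to cytoplasmic median beta-catenin stain intensity; plate controls were DMSO negative control for no effect and GSK-3 inhibitor IX positive control for full effect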
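Assay system: human HeLa cells, native beta-catenin; doses: 5 µM primary, 0.02–20 µM confirmation; incubation: compound treatment 24 h, 37°C, 5% CO2; technique: fluorescence imaging of beta-catenin antibody stain plus DAPI; measure: % activation, nuclear-to-cytoplasmic median beta-catenin signal ratio per cell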
MT stabilize HCS = microtubule stabilizers in HeLa cells; hit rate 0.83% among 200,000; HeLa tubulin immunostaining HCS, 24 h; share of cells brighter than vehicle mean+2SD; AID 2205; % tubulin-high responders, % at 10 µM;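 active means plate Z-score above 3 for both tubulin-high and condensed-nucleus cell shares, with cell loss under 80%, at 10 µM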;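 further: anti alpha tubulin signal scored within the nucleus-defined area of each cell; some results filed as inactive read as strong as hits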
T cell HTS = T cell immune modulators affecting CD8 T cell-vesicle binding | 2C CD8+ T cell-vesicle binding, flow cytometry; active compounds read low | calls only at 7 µM | hit rate 0.068% among 330,000;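 active means response, share of CD8 T cells binding vesicles, and their 90th percentile fluorescence all below set limits, cut at about 80% in these data, passing the limit was not always enough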
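Assay system: 2C TCR transgenic mouse naive CD8+ T cells, MACS-purified | Read-out: CD8+ gate FL2 mean fluorescence as % of same-row positive control | Signal: High-throughput flow cytometry with anti-B7-1 and anti-CD8 staining | Timing: Binding step 1.5 h, 37 °C, antibody labelling 20 min, ice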
Insulin prom up = MIN6 insulin promoter up-regulation | AID 1625 | hit rate 0.3% among 190,000 | MIN6 insulin promoter-GFP reporter, high-content imaging; active compounds read high | z-score at 5 µM;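 active means z-score above 3 at 5 µM with at least 500 cells counted in the well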
Autophagy mod = autophagy modulation, high-content screen. MEF GFP-LC3 puncta imaging; test concentration mostly 10 µM. AID 463193. calls only at 10 µM (by protocol). hit rate 0.98% among 190,000;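 active means percentage of spot-positive cells more than 3 SD above its plate mean, without a fluorescence outlier flag or 80% toxicity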;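 further: spot-positive cell cutoff set from DMSO-treated cells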
ER stress rescue = protection against thapsigargin-triggered cell killing – 384-well, CSM14.1, ATP luminescence, primary screen (AID 1222) | CSM14.1 thapsigargin-induced death rescue, ATP luminescence; higher % means a stronger effect | cellular ATP content (survival), % at 20 µM; hits with a dose series show EC50 in µM | 190,000 tested, under 10 active;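 active means EC50 below 50 µM in the dose-response confirmation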;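 further: death triggered by thapsigargin at about 15 µM added after 2 h compound pretreatment; cell ATP read after overnight thapsigargin exposure of roughly 18 to 22 hours; normalized against plate controls of thapsigargin alone and 5% DMSO vehicle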
Salmonella PhoP GFP = inhibitors of PhoP regulon expression, primary screen, Salmonella Typhimurium, GFP reporter (AID 1863). S. Typhimurium PhoP-regulated promoter GFP reporter, 4 h; higher % means a stronger effect. inhibition, % at 50 µM; hits with a dose series show IC50 in µM. hit rate 0.16% among 300,000;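 active means inhibition over 29.93%, a cutoff 3 SD above the screen mean, later confirmed by dose response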;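 further: 0% = low Mg2+ inducing control and 100% = high Mg2+ repressing control; strong numbers were not always called active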
Lipid droplet = modulators of hepatic lipid droplet formation | AML12 mouse hepatocytes, oleate lipid droplets, BODIPY imaging | inhibition, % at 6.5 µM | hit rate 0.4% among 240,000 | AID 1656;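 active means lipid droplet intensity inhibited by at least 50%, with more than 500 cells counted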
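Test system: AML12 mouse liver cells; schedule: overnight exposure; technique: high-content imaging of BODIPY-stained droplets and DAPI nuclei; read-out: % inhibition of corrected integrated BODIPY droplet signal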
Dynein cargo inh = blocks dynein driven cargo transport along microtubules; 3617.4 mouse cells, GR-EGFP nuclear translocation imaging; test concentration mostly 20 µM; stimulated with dexamethasone, 1 µM; active compounds read low; hit rate 0.47% among 220,000; z-score, hits read low; AID 1381;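 active means plate z-score of nuclear minus cytoplasmic receptor signal below a set negative limit, without overly bright fluorescence or cell loss, cut at about -3.5 in these data, passing the limit was not always enough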;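 further: z-score of nuclear minus cytoplasmic ring GR-EGFP intensity difference per well; some compounds called inactive have numbers as strong as hits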
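Schedule: 48 h induction, then 1 h compound, then 30 min agonist, 37 °C. Buffer or medium: tetracycline-free induction medium containing charcoal-stripped FBS. Reagent: 1.0 µM final dexamethasone stimulus. Evaluation: nuclear versus cytoplasmic GR-EGFP signal, averaged per well. Signal: high-content fluorescence imaging after fixation.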
Dynein cargo inh cytoplasmic EGFP = further read-out of Dynein cargo inh, marked with its call; z-score; measured here: cytoplasmic GR-EGFP intensity; active compounds read high
Dynein cargo inh nuclear GR-EGFP = also measured in Dynein cargo inh; calls as there; z-score; measured here: nuclear GR-EGFP intensity;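 lower value marks the stronger effect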
Dynein cargo inh cell count = further read-out of Dynein cargo inh, marked with its call; z-score; measured here: cell count per field
Insulin prom up cell count = further read-out of Insulin prom up, marked with its call; cell count; measured here: cytotoxicity, nuclei count;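 total cells summed across four imaged fields per well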
Lipid droplet cells 6.5 µM = also measured in Lipid droplet; calls as there; cell count; measured here: cell count, cytotoxicity flag;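 cells counted across two imaged fields per well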
bCat nuc transl cell count 5 µM = further read-out of bCat nuc transl, marked with its call; cell count; measured here: cell count, cytotoxicity flag
T cell HTS vesicle-bound % = also measured in T cell HTS; calls as there; double positive events, %; measured here: CD8+ vesicle-bound cell fraction;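 binding gate set so that unloaded-vesicle control wells show 10% double positive cells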
MT stabilize HCS Hoechst-high % = further read-out of MT stabilize HCS, marked with its call; % Hoechst-high responders; measured here: nuclear condensation Hoechst responders;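 share of cells brighter than vehicle mean plus two SD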
MT stabilize HCS cytotoxicity % = also measured in MT stabilize HCS; calls as there; toxicity, %; measured here: cytotoxicity by cell density;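 0% = mean cell density of plate MIN control wells and 100% = no cells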
Autophagy mod cell loss 18 h = second read-out of Autophagy mod, no call of its own (marks repeat the call); toxicity, %; measured here: cell loss, nuclei count;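 cell loss after 18 h compound exposure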
* hit, by the source's call; i = inactive; . = no result given.

SMILES | bCat nuc transl | bCat nuc transl cell count 5 µM | MT stabilize HCS | MT stabilize HCS Hoechst-high % | MT stabilize HCS cytotoxicity % | T cell HTS | T cell HTS vesicle-bound % | Insulin prom up | Insulin prom up cell count | Autophagy mod | Autophagy mod cell loss 18 h | ER stress rescue | Salmonella PhoP GFP | Lipid droplet | Lipid droplet cells 6.5 µM | Dynein cargo inh | Dynein cargo inh cytoplasmic EGFP | Dynein cargo inh nuclear GR-EGFP | Dynein cargo inh cell count
Cc1ccccc1Cc1c(C)nc2c(C(=O)NCc3ccc4c(c3)OCO4)cnn2c1C | 0.5 | 775 | 2.5 | 1.6 | 10 | i | 31 | -1.9 | 563 | i | -2 | -1.3% | -1% | . | . | -0.5 | -0.24 | -0.14 | 0.29
COc1ccc(C(=O)c2cc3cccc(OC)c3o2)cc1 | 0.0 | 861 | 5.2 | 2.8 | 9.0 | i | 2 | . | . | i | 3 | -1.2% | -8% | -22 | 620 | 0.26 | -0.25 | 0.83 | -0.48
Cc1cc(NC(=O)c2ccc(Br)cc2)nc(C)n1 | 1.6 | 1062 | 2.3 | 3.0 | 8.1 | i | 28 | -0.1 | 1449 | i | 2 | 0.3% | . | 4 | 739 | -0.63 | -0.32 | 0.051 | 0.92
CC1=C(C(=O)OCc2ccccc2)C(c2ccc(C(F)(F)F)cc2)NC(=O)N1CCCCCC(=O)O (stereo unspecified) | -2.7 | 471 | 2.9 | 3.3 | 10 | . | . | -0.39 | 1060 | i | -11 | 19% | -1% | 0 | 752 | -0.092 | -0.29 | 0.3 | 0.59
O=C(NCCN1CCC(Cc2ccccc2)CC1)C1CCCN(S(=O)(=O)c2cnc[nH]2)C1 (stereo unspecified) | . | . | 3.4 | 1.5 | 6.4 | i | 37 | -0.73 | 1110 | i | 21 | -0.3% | 7% | . | . | -0.6 | -0.25 | -0.31 | 0.86
Cn1ccnc1C(O)(c1ccccc1)c1nccn1C | 1.8 | 1071 | . | . | . | i | 30 | -0.29 | 1383 | . | . | . | -3% | 0 | 749 | 0.04 | -0.29 | -0.27 | 0.49
CCCCn1c(=NC(=O)c2cccnc2)c(C#N)cc2c(=O)n3cccc(C)c3nc21 | . | . | 2.0 | 0.9 | 6.3 | i | 49 | -0.82 | 928 | i | 28 | -0.6% | 6% | 7 | 782 | 0.69 | 2.2 | 0.57 | -0.13
COc1cc2c(cc1OC)CN(C(=O)c1ccc(S(=O)(=O)N(C)c3ccccc3)cc1)CC2 | -1.2 | 1160 | 1.6 | 2.9 | 8.2 | i | 23 | -0.51 | 1210 | i | 1 | 5.2% | -5% | 28 | 684 | 0.98 | -0.26 | 0.38 | -1.4
CC12CCC(C(=O)NNc3ccc([N+](=O)[O-])cc3)(OC1=O)C2(C)C (stereo unspecified) | -0.5 | 1291 | . | . | . | i | 44 | 1.9 | 920 | . | . | . | . | -2 | 766 | 1.1 | -0.2 | 1.1 | -1.8
CCCCn1nc(NC(=O)c2cccs2)c2cc3ccccc3nc21 | 4.1 | 1425 | 2.3 | 2.0 | 9.2 | i | 20 | -0.57 | 1373 | i | -2 | -1.0% | -2% | . | . | -0.77 | -0.15 | -0.31 | 1.1
O=C(CSc1nnc2n1CCCN2)c1ccc(Cl)cc1 | 0.7 | 551 | 4.6 | 2.8 | 0.8 | i | 57 | 0.15 | 1230 | i | 15 | -0.1% | 8% | -4 | 713 | 3.9 | 0.0083 | 2.3 | -2.7
CN(C(=O)C12CC3CC(CC(C3)C1)C2)C1CCS(=O)(=O)C1 (stereo unspecified) | -0.5 | 1179 | 2.4 | 1.9 | 13 | i | 22 | 0.57 | 1289 | i | 4 | -1.6% | -2% | . | . | 0.27 | -0.37 | 0.037 | 0.42
O=C(N/N=C/c1cc2c(cc1Br)OCO2)c1cccnc1 | -1.8 | 1082 | 3.2 | 2.2 | 9.4 | i | 51 | -0.58 | 1232 | i | -11 | -6.2% | -7% | 5 | 675 | 0.52 | -0.37 | -0.16 | 0.03
Cc1noc(C)c1CSc1ccc(Br)cc1 | 2.4 | 1415 | 1.4 | 1.9 | 7.4 | i | 31 | -0.08 | 1137 | i | -1 | -1.8% | 1% | . | . | 0.075 | -0.11 | -0.18 | -0.058
COc1ccc(OCC(O)Cn2c(=N)n(CCN3CCCCC3)c3ccccc32)cc1 (stereo unspecified) | -2.9 | 1129 | 3.8 | 3.9 | 15 | i | 8 | -4.5 | 811 | i | 19 | 3.9% | 3% | . | . | 2.7 | -0.047 | 1.9 | -1
O=S(=O)(NCc1ccccn1)c1ccc(Cl)s1 | -3.9 | 1037 | 2.3 | 2.0 | 5.4 | i | 35 | -0.95 | 1436 | i | 19 | 0.9% | 4% | 3 | 771 | -0.92 | -0.32 | -0.63 | 1.5
CC(C)C1OC2(C)OC(=N)C1(C#N)C(C#N)(C#N)C2c1ccccc1 (stereo unspecified) | -0.2 | 1072 | 7.7 | 1.8 | 0.6 | i | 8 | -0.91 | 1411 | i | 9 | 1.3% | -51% | -12 | 661 | -1.6 | 1.1 | -0.82 | -0.96
COc1ccc(/C=C(\NC(=O)c2ccccc2)C(=O)N/N=C/c2sccc2C)cc1 | -1.1 | 1019 | 7.5 | 1.2 | 7.9 | i | 38 | 0.58 | 1598 | i | 4 | -0.4% | 0% | 4 | 611 | 0.39 | -0.22 | 0.25 | -0.18
COc1ccc(-c2c3c(cc(C)[n+]2[O-])oc2ccc(OC)cc23)cc1 | 0.4 | 483 | 1.2 | 4.3 | 9.8 | i | 53 | -0.68 | 1206 | i | -1 | 0.6% | -15% | -6 | 608 | -1.5 | -0.19 | -1.1 | 0.023
CC(=O)n1cc([C@@H]2C=C(C(=O)N3CCOCC3)O[C@H](OCc3ccc(CO)cc3)C2)c2ccccc21 | -3.8 | 1160 | 3.5 | 1.6 | 2.2 | i | 38 | 0.08 | 1545 | i | 5 | -0.9% | -14% | -2 | 698 | -0.62 | -0.3 | -0.055 | -0.2
CC(NC(=O)COc1cccc(Br)c1)C(=O)O (stereo unspecified) | -1.9 | 1303 | 5.2 | 3.2 | 4.7 | i | 15 | 0.19 | 1516 | i | 13 | -2.1% | -14% | . | . | -0.5 | -0.31 | -0.064 | -0.28
Cn1c(N)c(C(=O)COC(=O)c2ccnc3ccccc23)c(=O)n(C)c1=O | . | . | 2.7 | 2.2 | 6.2 | . | . | 0.08 | 1270 | i | -1 | -2.1% | -1% | -2 | 743 | -0.49 | -0.3 | 0.26 | 0.52
COc1ccccc1CNC(=O)COC(=O)CCC(=O)c1cccs1 | 0.7 | 1509 | 4.0 | 1.1 | 9.3 | i | 38 | . | . | i | -14 | 0.1% | 5% | 13 | 723 | -0.91 | -0.32 | -0.51 | 1
CC1CCCN(C(=O)COC(=O)c2ccc[nH]c2=O)C1 (stereo unspecified) | . | . | 2.0 | 1.4 | 4.9 | i | 12 | -1.4 | 835 | i | -14 | -0.4% | 9% | 3 | 776 | -0.013 | -0.2 | 0.085 | 0.62
COc1ccccc1C(=O)n1nc(-c2ccc(Cl)cc2)nc1N | -1.5 | 1373 | 4.9 | 2.7 | 8.6 | i | 52 | -0.28 | 1184 | i | -5 | -2.3% | 0% | 2 | 678 | 3.5 | -0.06 | 2.7 | -2.4
Cc1onc(-c2ccccc2Cl)c1C(=O)Nc1nn[nH]n1 | -0.8 | 1100 | 3.6 | 2.1 | 3.0 | i | 38 | -0.04 | 1046 | i | 2 | 0.5% | -4% | . | . | -0.26 | -0.21 | 0.15 | 0.17
Cc1cccc(NC(=S)N2CCCCC2)c1 | -1.3 | 555 | 3.4 | 2.5 | 6.2 | i | 45 | 0.18 | 1200 | i | 2 | -0.2% | -11% | 13 | 657 | -0.77 | -0.19 | -0.19 | 0.6
CCCC(=O)c1cc2c(cc1NC(=O)CC)OCCO2 | -3.8 | 1098 | 2.0 | 3.0 | 4.4 | i | 60 | 0.9 | 1571 | i | -8 | -2.0% | -7% | 1 | 659 | -0.18 | -0.29 | 0.58 | -0.96
NC(=O)c1ccccc1 | -2.5 | 1090 | 5.9 | 2.6 | 10 | i | 65 | -0.2 | 1303 | i | -4 | -0.3% | 3% | 2 | 703 | 1.7 | -0.16 | 1.5 | -1.8
CN1C(=O)c2ccc(C(=O)NCc3ccc4c(c3)OCO4)cc2C1=O | 0.8 | 567 | 2.8 | 2.1 | 5.7 | i | 28 | 1 | 1341 | i | 2 | 0.0% | -2% | 14 | 710 | -0.52 | -0.27 | 0.3 | 0.52
COc1ccc2nc(N3CCCC(C(=O)NCCCN4CCN(C)CC4)C3)sc2c1 (stereo unspecified) | 0.7 | 1415 | 2.1 | 1.5 | 1.8 | i | 62 | -0.51 | 1565 | i | 18 | -2.1% | -6% | . | . | -1.5 | -0.36 | -0.68 | 0.78
